Screens: PubChem, National Center for Advancing Translational Sciences (NCATS)
LDHA inh = inhibitors of human lactate dehydrogenase A. P00338. purified LDHA, NADH/diaphorase-resazurin fluorescence; hits give low values. activity change, % (values are at about 110 or 230 µM). actives 0.15% (n = 480,000); in the data active = activity change below about -30%;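 note: plate controls were DMSO wells for no effect and wells without enzyme for full effect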
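Remaining NADH was detected by diaphorase (0.133 mg/mL) converting 37 µM resazurin to fluorescent resorufin, read at 0 and 20 minutes. The preceding 5-minute room-temperature reaction used 2 nM LDHA, 0.2 mM sodium pyruvate and 0.06 mM NADH at pH 7.4.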
* = called active by the depositor; & = joins results of further samples. This is a subset; the hit share may differ from the screen's.

Structure	LDHA inh
CCc1cc(=O)n(CC(=O)Nc2ccc(F)cc2)c(-c2ccccc2)n1	-1.1
Cc1ccc(-c2c3c(nc4sc5c(c24)CCCC5)CC(C)(C)CC3=O)cc1	7.1
CCCCOc1ccc(NC(=O)c2cccc(C)c2)c2cccnc12	39.8
CCOC(=O)[C@]12CCCC=C1N(CCC1=CCCCC1)C(=O)[C@H](CC(=O)N1CCN(C(=O)C3CC3)CC1)C2	3.7
CC(C)Oc1ccc(C(=O)Nc2ccc(C(F)(F)F)oc2=O)cc1	-9.5
CCOc1cc(C)c(Cl)cc1S(=O)(=O)N1CCCCC1CC (configuration not stated)	4.0
CC(=O)c1ccc(S(=O)(=O)N2CCCC2c2cccn2C)cc1 (configuration not stated)	4.7
CN(C)C(=O)C1CCCN1c1ncnc2ccccc12 (configuration not stated)	4.1
COc1ccc(NC(=O)CSCc2cc(=O)n3cc(C)ccc3n2)cc1Cl	1.2
Cc1nn(CC(=O)NC(C)(C)C)c(C)c1S(=O)(=O)N1CCCC(C(=O)N2CCC(C)CC2)C1 (configuration not stated)	3.9
Cn1cc(C2Nc3ccccc3C(=O)N2c2ccc(Cl)cc2)c(=O)n(C)c1=O (configuration not stated)	18.8
COc1ccc(-c2cc(C(=O)OCC#N)c3ccccc3n2)cc1OC	0.3
COc1ccc(C(=O)N2CCN(C(=O)OC(C)(C)C)CC2)c(OC)c1OC	7.5
CCN(CC)c1nc2ccccc2nc1C(=O)Nc1c(C)cc(C)cc1C	0.1
COc1cccc(C(=O)N(C)CCCNC(=O)c2nc3ccccc3c(=O)[nH]2)c1	8.1
CCOC(=O)c1oc2cc(OC(=O)c3ccco3)ccc2c(=O)c1-c1ccc(OC)c(OC)c1	-0.4
CC(=O)N(CCC1(Cc2ccccc2)CCCC1)C1CCOC(C)(C)C1 (configuration not stated)	1.6
O=C(CCc1ccccc1Cl)NCc1cccc(C(F)(F)F)c1	-0.4
CCN(CC1COc2ccccc2O1)C(=O)CSc1nnnn1C1CC1 (configuration not stated)	0.1
Nc1nc(Nc2ccc(Cl)cc2Cl)nc(-c2cc3ccccc3o2)n1	-2.6
O=C(CCCC(=O)NN=C1CCCC1)NN=C1CCCC1	6.7
Cn1c(-n2ncc(N3CCN(c4cccc(C(F)(F)F)c4)CC3)c(Cl)c2=O)nc2ccccc21	6.9
CCOC(=O)C(=Cc1ccc(C)cc1)C(=O)OCC	8.0
O=C(Cc1c(Cl)cccc1Cl)OCc1ccc(Cl)cc1Cl	0.9
CCCCc1nc2sc3c(NCC(C)O)ncnc3c2c2c1CCC2 (configuration not stated)	3.7
COc1ccc(CNc2cccnc2Cl)cc1	-9.4
COc1cc(C#N)ccc1OC(=O)Cc1coc2ccc3ccccc3c12	8.6
N#Cc1c(N)c(C(=O)c2ccc3c(c2)OCCO3)n2c1CCC2	-2.4
C=CCn1c(N)c(C(=O)NCc2ccccc2)c2nc3ccccc3nc21	24.2
O=C(OCCO)c1c(C2=CCCCC2)oc2c1C(OCCO)CCC2 (configuration not stated)	-2.2
CCSc1nc2c(c(=O)n(C)c(=O)n2C)n1CCc1ccc(OC)cc1	3.5
C(=NCc1ccccc1)c1cn(-c2ccccc2)nc1-c1cccs1	-24.0&1.7
CC(C)Cn1c(SCc2noc(-c3ccccc3Cl)n2)nnc1N1CCOCC1	-2.4
CNC(NC(=O)c1ccc(Cl)cc1)C(Cl)(Cl)Cl (configuration not stated)	-24.3
COC[C@@H]1CCCN1c1ccc2c(c1)O[C@H](COCc1ccccc1)CN([C@@H](C)c1ccccc1)S2(=O)=O	-7.8
Cc1ccc(C(=O)NCc2nc(-c3ccc(C)cc3)oc2C)cc1	6.3
Cc1cc2nc(C(C)(C)C)c(CC3CCCCC3)n2c(C)c1Br	-2.5
O=[N+]([O-])c1cc(S(=O)(=O)Nc2cccc(Cl)c2)ccc1N/N=C/c1cccc(F)c1	-0.8
CCOc1ccc(-c2nc(CNC(=O)Nc3ccccc3Cl)c(C)o2)cc1	15.0
COC[C@H]1CCCN1c1ccc2c(c1)O[C@H](COCc1ccccc1)CN([C@@H](C)c1ccccc1)S2(=O)=O	-3.4
N#Cc1ccc(CCC(=O)c2cccs2)cc1	9.7
C#CCNC(=O)C[C@@H]1C[C@@]2(C(=O)OC)CCCCC=C2N(CCc2ccc(OC)c(OC)c2)C1=O	-1.3
Cc1ccc(Cl)cc1NC(=O)N1CCCC1c1ccco1 (configuration not stated)	-15.7
Cc1cc(NC(=O)CN2CCN(c3nc(N4CCCC4)nc(N4CCCC4)n3)CC2)no1	9.5
COP(=O)(OC)c1nc(-c2ccc([N+](=O)[O-])cc2)oc1NCc1ccccc1	0.9
CCOc1ccc2nc(SCC(=O)N3CCN(S(=O)(=O)c4ccccc4)C3)[nH]c2c1	13.1
Cc1c2cnn(-c3ccccc3)c(=O)c2c(C)n1CCCC(=O)NCc1cccc(Cl)c1	3.6
O=C(NCc1ccccn1)C1(c2ccccc2)CCC1	-2.0
CCOC(=O)COc1ccc2c(=O)c(Oc3ccccc3OC)coc2c1	-12.4
Cc1ccc(OCCC(=O)NC(CC(C)C)C(=O)N(C)C)cc1C (configuration not stated)	7.9

Later entries.
Structure	LDHA inh
COc1ccc(/C=C(\C#N)C(=O)NC2CC2)cc1	6.1
O=C(Nc1ccc(CC(=O)N2CCOCC2)cc1)c1ccc(Cl)cc1	-23.8
COc1ccc(N2CC(c3nc(-c4ccccn4)no3)CC2=O)cc1OC (configuration not stated)	-4.4
CCC(=O)Nc1ccc2nc(SCc3ccc(F)c4ccccc34)sc2c1	6.1
O=C(COC(=O)c1ccccc1)c1ccc(-c2ccccc2)cc1	1.2
Nc1c(C(=O)NC2CCCC2)nnn1-c1ccccc1	6.1
COCCn1cnnc1SCC(=O)c1cccc(OC)c1	5.0
Cc1c(-c2ccccc2)oc2c(C(=O)NCCCN3CCCCC3)cccc2c1=O	-0.8
Cc1ccc(C(NC(=O)c2ccccc2)c2cccnc2)cc1C (configuration not stated)	-5.6
O=C(CC1C(=O)NCCN1C(=O)CN1CCN(c2ncccn2)CC1)Nc1ccc2c(c1)OCO2 (configuration not stated)	3.4
COc1ccc(/C=C(/F)c2nc3ccccc3s2)cc1	14.9
O=C(c1c(F)cccc1Cl)N1CCC2(CC1)OCCN2S(=O)(=O)c1ccccc1	11.0
CC(=O)Nc1ccc(NC(=O)COC(=O)c2ccccc2Sc2ccccc2C#N)cc1	-12.9
S=C(NCC(c1ccccc1)c1ccccc1)Nc1ccc(Cl)cc1	1.3
CC(C)=NNC(=O)c1ccccc1	-6.4
COc1ccc(CN2C[C@H](O)COC[C@@H]3O[C@H](CC(=O)NCc4ccncn4)CC[C@H]32)cc1	0.8
Clc1ccccc1-c1nc(N2CCCCC2)c2ccccc2n1	-19.4
Cc1ccc(NC(=O)CSc2ncccc2C#N)cc1C	-0.7
Cc1ccc(C)c(Cn2c(N3CCN(Cc4ccc(F)cc4)CC3)nc3c2c(=O)[nH]c(=O)n3C)c1	-1.5
CCOC(=O)c1c(-c2ccccc2)no[n+]1[O-]	-0.7

Some of the entries so far, with each value named.
COC[C@@H]1CCCN1c1ccc2c(c1)O[C@H](COCc1ccccc1)CN([C@@H](C)c1ccccc1)S2(=O)=O
  LDHA inh: -7.8
Cc1ccc(C(=O)NCc2nc(-c3ccc(C)cc3)oc2C)cc1
  LDHA inh: 6.3
Cc1cc2nc(C(C)(C)C)c(CC3CCCCC3)n2c(C)c1Br
  LDHA inh: -2.5

The list goes on.
Structure	LDHA inh
Cc1cccc(OCc2cccc(C(N)=O)c2)c1	9.5
C/C(=N/Nc1ccc(S(N)(=O)=O)cc1[N+](=O)[O-])c1cccc(Br)c1	-3.5
CN(C)CC(O)COc1ccc(NC(=O)Nc2cccc(F)c2)cc1 (configuration not stated)	-5.0
CCOC(=O)NCC(=O)NCc1cccnc1	0.6
CC(C)(C)c1ccc(C(CC(=O)O)NC(=O)c2ccccc2)cc1 (configuration not stated)	-5.0
NS(=O)(=O)c1ccc(Nc2ncc([N+](=O)[O-])cc2[N+](=O)[O-])cc1	-3.0
O=C(CSc1ncc(C(F)(F)F)cc1Cl)N1CCc2ccccc21	-4.8
COc1cc(OC)cc(C2=Cc3ccc(OC)cc3C(CC(C)=O)N2c2ccc(-c3cncnc3)cc2)c1 (configuration not stated)	-1.4
C=C(C)CN(CC)C(=O)c1ccc(NC(=O)c2cccs2)cc1	9.6
Cn1c(=O)c2c(nc(SCC(=O)O)n2Cc2cccc(Cl)c2)n(C)c1=O	-4.1
CC(C)(C(=O)NCc1ccc(CN2CCCC2)cc1)c1ccccc1	7.8
CC1(C)CC(=O)C2=C(C1)OC(N)=C(C#N)C2(C)C	3.0
CCN(CC)CCCn1c(-c2ccc(COc3ccc(Cl)cc3Cl)cc2)n[nH]c1=S	-0.8
COc1cc(C)ccc1OCc1nnc(SCC(=O)N2CCc3ccccc3C2)n1C	-23.8
CCN(CC)c1nc2ccccc2nc1C(=O)Nc1ccc(F)cc1F	9.5
COCc1ccccc1CNC(=O)CC(C)(C)C	0.8
CC1(C)CC(NC(=O)CCc2ccccc2)CC(C)(CNC(=O)CCc2ccccc2)C1 (configuration not stated)	5.9
CC(=O)NNC(=S)Nc1ccccc1C(F)(F)F	0.9
Cc1ccc(C(=O)Nc2cccc3cnccc23)cc1S(=O)(=O)N1CCCCCC1	-24.7
Cc1ccc(-c2cc(C(=O)Nc3ccc(S(=O)(=O)N4CCCCC4C)cc3)no2)cc1 (configuration not stated)	7.3
COc1ccc(C)cc1NC(=O)c1cnc(N2CCOCC2)c2ccccc12	5.1
Cc1ccc(CNc2ccc(O)cc2)s1	94.9
Cc1cccc(C2(c3cccc(C)c3)CC2C(=O)N/N=C/C=C/c2ccccc2)c1 (configuration not stated)	0.1
COc1ccccc1-n1c(=O)n(Cc2cccc(Cl)c2)c(=O)c2cccnc21	4.9
COc1ccc(Cl)cc1NC(=O)c1ncoc1-c1ccc(OC)c(OC)c1	-0.5
Cc1ccccc1CSCC(=O)Nc1sccc1C#N	-24.9
CC(Oc1ccc(Cl)c(Cl)c1)C(=O)NN (configuration not stated)	13.7
CCC(C)NC(=O)C1=CC(c2cccc(OC)c2)=NS(=O)(=O)N1C (configuration not stated)	-0.3
CN(Cc1ccc(C(=O)NC2CC2)cc1)C(=O)/C=C/c1cccc(C(F)(F)F)c1	-3.1
CCN1CCN(c2nc3c(c(=O)[nH]c(=O)n3C)n2Cc2c(Cl)cccc2Cl)CC1	-1.5
Cc1ccn2cc(-c3ccccc3)cc2c1	6.6
COc1cc(S(=O)(=O)N2CCC(C(N)=O)CC2)c(OC)cc1Cl	3.5
CC(CNC(=O)NCc1ccc(F)cc1)CN1CCN(C)CC1 (configuration not stated)	-1.4
CCOc1cccc(/C=C2\N=C(SC)SC2=O)c1	-2.0
COc1ccc(C(=O)CC2(O)C(=O)Nc3ccc(F)cc32)cc1 (configuration not stated)	7.7
COc1cc(/C=N/O)ccc1OCC(C)C	2.1
CC(C)(C)NC(=O)C(c1ccc(C(F)(F)F)cc1)n1c(=O)c(-c2ccco2)nc2ccccc21 (configuration not stated)	2.3
CS(=O)(=O)CCC(NS(=O)(=O)/C=C/c1ccccc1)C(=O)O (configuration not stated)	-0.7
CN(Cc1cccs1)C(=O)c1ccc(-c2ccccc2)cc1	-3.2
COc1ccc(Nc2nc3ccccc3nc2NS(=O)(=O)c2ccc(Cl)s2)cc1	12.6
CCOCCOC(=O)COc1ccc2c(=O)c(Oc3cc(C)c(Cl)c(C)c3)coc2c1	1.2
CNC(=O)C(NC(=O)c1c(F)cccc1F)C(C)C (configuration not stated)	-4.1
COc1ccc(NC(C)=O)cc1NC(=O)C1CCCN1C(=O)C12CC3CC(CC(C3)C1)C2 (configuration not stated)	-3.5
Cc1nc2ccccc2c(C)c1CC(=O)NCc1ccc(OCC(F)(F)F)cc1	-0.9
CCCN(CC(=O)NC(=O)Nc1ccccc1)Cc1ccc(C#N)cc1	9.5
Cc1c(C)c2ccc(OCC(=O)c3ccccc3)c(C)c2oc1=O	1.9
CC(C)(CNC(=O)Cc1n[nH]c(=O)c2ccccc12)c1ccc(Br)cc1	-2.9
CC(C)(C)NC(=O)CSc1nnc(-c2ccncc2)n1CC(F)(F)F	3.5
CC(C)CNC(=O)[C@H](C)NC(=O)OCc1ccccc1	-0.5
O=C(Cc1ccccc1)c1ccc(Br)cc1	4.4

(further entries)
Structure	LDHA inh
COc1cc(C2(C)SCCCS2)cc(OC)c1OC	3.2
COc1ccc2c(=O)c(Oc3cc(C)cc(C)c3)coc2c1	-0.2
CCNc1c(NC(=O)Nc2ccc(C)c(Cl)c2)c(=O)oc2ccccc12	-6.8
CCN(CC)c1cc(C)nc(Nc2ccc(NS(=O)(=O)c3cc(C(C)(C)C)ccc3OC)cc2)n1	-22.5
CC(C)Oc1nnc(SCC(=O)NCc2ccccc2)s1	-9.0
COC(=O)CCCN(C)C(=O)c1cc(-c2ccncc2)nc2ccccc12	-3.6
CCCn1nc(C(=O)Nc2ncc(Cc3cccc(Cl)c3)s2)ccc1=O	13.1
COc1ccccc1NS(=O)(=O)c1ccc2oc(SCC(=O)N(C)C)nc2c1	4.8
O=C(/C=C/c1ccc(O)cc1)c1ccc(-c2cccs2)cc1	5.0
CC1CCCN(C(=O)C2CCN(Cc3ccc(C(F)(F)F)cc3)CC2)C1 (configuration not stated)	1.4
